High-throughput results from PubChem.
RUNX1 CBFb-SMMHC = inhibitors of RUNX1 Runt–CBFb-SMMHC binding, biochemical, TR-FRET (AID 1438); TR-FRET Runt domain–CBFb-SMMHC binding, biochemical; higher % means a stronger effect; inhibition, % at 20 µM, or IC50 in µM where a hit was titrated; 2,200 compounds, 2% hits; in the data active means inhibition from about 52%, or a potency from the dose series; inactive means the rest, 99 in 100 with inhibition below about 48%
* marks the source's active call; other numbers are inactive results. An excerpt. The share of hits here may be higher or lower than overall.

SMILES	RUNX1 CBFb-SMMHC
Nc1c2ccccc2nc2ccccc12	-7.5%
